Compound activity deposited in PubChem by National Center for Advancing Translational Sciences (NCATS).
IL1B secr inh – qHTS for Inhibitors of Inflammasome Signaling: IL-1-beta AlphaLISA Primary Screen. THP-1 LPS/ATP IL-1B secretion, AlphaLISA, 16 h; stronger effect = lower value. activity change, % at 57.5 µM. 360,000 compounds, 4.7% hits. AID 743279, 2014; in the data active = activity change below about -50%; inconclusive = mostly about -30% to -49%; also: % is scaled to controls: 0 for no effect and ±100 for the full control effect
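Secreted IL-1B measured by AlphaLISA bead assay after 16 h compound exposure of THP-1 cells; compounds (final up to 57.5 uM) added 1 h before LPS (250 ng/mL) and ATP (1.25 mM) stimulation; lower signal means less secretion.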
MCF10A rereplic – A quantitative high throughput screen for small molecules that induce DNA re-replication in MCF 10a normal breast cells | AID 624296, 2012 | Potency, µM (top dose mostly 46.1 µM), for inactives: at the top dose activity, positive = re-replication, usual class: activators | 350,000 compounds, 2.9% hits | MCF 10A DNA re-replication, Hoechst nuclear intensity, 48 h; also: potency is read from the fitted curve at half-maximal effect; % of control where 0% means no effect; nearly all actives have a fitted effect of over 50% in size
HT1080-NT tox – qHTS for induction of synthetic lethality in tumor cells producing 2HG: qHTS for the HT-1080-NT fibrosarcoma cell line. HT-1080-NT fibrosarcoma viability, CellTiter-Glo ATP luminescence, 48 h. Potency, µM (titrated, usually from 46.1 µM), inactives show top-dose activity, negative = less viability, hits mostly cytotoxic. 360,000 compounds, 1.6% hits. AID 686970, 2013;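 also: NT is the 2HG producing partner of a matched IDH1 knockdown line; potency is read from the fitted curve at half-maximal effect; 0% = DMSO-treated cells and -100% = media-only wells without cells; nearly all actives have a fitted effect of over 55% in size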
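Fibrosarcoma NT cells, 750 per well in 5% FBS RPMI, were exposed to compound for 48 hours. Viability: CellTiter-Glo luminescence.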
ATXN2 expr inh – Primary qHTS for Inhibitors of ATXN expression; 360,000 compounds, 0.72% hits; Potency, µM (titrated, usually from 57 µM), for inactives: at the highest dose activity change, negative = inhibition, usual class: inhibitors; AID 1745845, 2022; HEK-293 ATXN2-luciferase reporter, luminescence, 24 h; also: potency is read from the fitted curve at half-maximal effect; % is scaled to controls: 0 for no effect and ±100 for the full control effect; nearly all actives have a fitted effect of over 55% in size
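qHTS (up to 57 uM final) was run with 24 h compound exposure of reporter cells at 37 °C. Each well was multiplexed: SteadyGlo luminescence measured ATXN2-luciferase expression after a fluorogenic Gly-Phe-AFC viability readout (25 uM final).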
HT1080 IDH1KD tx – qHTS for induction of synthetic lethality in tumor cells producing 2HG: qHTS for the HT-1080-IDH1KD cell line; HT-1080 IDH1 knockdown viability, ATP luminescence, 48 h; 360,000 compounds, 2% hits; Potency, µM (doses to about 46.1 µM), for inactives: at the top dose activity, negative = toxicity, most hits filed as cytotoxic;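 also: potency is read from the fitted curve at half-maximal effect; 0% = DMSO wells and -100% = cell-free medium wells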
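Luminescent ATP read-out (CellTiter-Glo, 10 min at room temperature) after 48 h compound exposure at 37 °C gave viability of IDH1-knockdown HT-1080 cells. Activity was normalised to DMSO and cell-free wells, then fitted as concentration-response curves.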
HepG2 tox – qHTS for Inhibitors of TGF-b: Cytotox Counterscreen; Potency, µM (series often up to 46.1 µM), inactives show top-dose activity change, negative = cytotoxicity, hits mostly cytotoxic; 410,000 compounds, 0.76% hits; HepG2 CAGA-GFP viability, ATP luminescence, 18 h; also: potency is read from the fitted curve at half-maximal effect; some results filed as inactive show a strong effect at the top dose
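CellTiter-Glo luminescence gave cytotoxicity after 18 hours at 37 degrees C. The cells were HepG2 CAGA-GFP in 1% FBS DMEM, stimulated with 500 pg/mL TGF-beta after compound addition. %Activity was normalised to no-cell wells (complete cell-killing) and DMSO (no toxicity), and curves were fitted and classified.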
KB-3-1 cytotox – qHTS assay for MDR1-selective chemotherapeutics: Primary screen using the parental adenocarcinoma cell KB-3-1. KB-3-1 viability, CellTiter-Glo ATP luminescence, 72 h. Potency, µM (series often up to 46.1 µM), without a hit: at the top dose activity change, negative = cytotoxic, actives largely listed as cytotoxic. 400,000 compounds, 1.4% hits; also: potency is read from the fitted curve at half-maximal effect; % is scaled to controls: 0 for no effect and ±100 for the full control effect; nearly all actives have a fitted effect of over 60% in size
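Using CellTiter-Glo luminescence, growth of non-resistant KB-3-1 adenocarcinoma cells is assessed 72 h after pin-tool compound addition at 37 °C. Normalized responses across the concentration series yield fitted curves.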
S2 tox – Viability Counterscreen for Primary qHTS for Inhibitors of ATXN expression; S2 cells (HEK-293 line with an ATXN2-luciferase reporter) viability, CellTiter-Fluor protease fluorescence, 24 h; AID 651635, 2014; 400,000 compounds, 0.49% hits; Potency, µM (titrated, usually from 56.7 µM), hits mostly cytotoxic; also: potency is read from the fitted curve at half-maximal effect; nearly all actives have a fitted effect of over 40% in size
SW480 rerep – A quantitative high throughput screen for small molecules that induce DNA re-replication in SW480 colon adenocarcinoma cells; SW480 DNA re-replication, Hoechst DNA content imaging, 48 h; 340,000 compounds, 1.8% hits; Potency, µM (top dose mostly 46.1 µM), for inactives: top-dose re-replication activation, hits mostly activators; also: potency is read from the fitted curve at half-maximal effect; % of control where 0% means no effect; nearly all actives have a fitted effect of over 55% in size
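Hoechst fluorescence of nuclei (405 nm excitation, 500-530 nm emission) measured by plate-scanning imager after 48 hr compound exposure at 37 C; re-replication scored as increased number of nuclei with elevated intensity.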
An asterisk follows results filed as active; i = inactive; ? = inconclusive; . = not tested or not shown. Unless noted, calls follow the shape of the dose curve; as a rule, active = well fitted curve in the direction sought with a large enough effect; inconclusive = small, poorly fitted or top-dose-only effect, or another doubt; inactive = no such curve, though single readings can be large; an effect the other way counts as inactive or inconclusive. Outcome played no part in choosing rows; any-hit rate near 8.9%.

nr	mol	IL1B secr inh	MCF10A rereplic	HT1080-NT tox	ATXN2 expr inh	HT1080 IDH1KD tx	HepG2 tox	KB-3-1 cytotox	S2 tox	SW480 rerep
1	COc1ccc(C)cc1NC(=O)c1ccc(NS(=O)(=O)c2cccs2)cc1	-3.4	?	-4.6%	-11.1%	-9.0%	-8.3%	-0.6%	i	8.7%
2	CSc1nc2ncc(C#N)cn2n1	4.7	9.6%	11.0%	-2.5%	11.2%	3.0%	24.2%	i	-18.7%
3	CCC/C(=N/Nc1ccc(Cl)cc1)c1cnnc(-c2ccccc2)n1	-7.4	11.7%	1.9%	.	6.7%	5.1%	-0.9%	.	-11.1%
4	O=C(C1CCCCC1)N(Cc1ccccc1)c1ccccn1	-0.6	0.9%	-6.2%	-7.4%	-3.1%	-6.7%	-3.2%	i	2.2%
5	CC1CCC(NC(=O)COC(=O)CCC(=O)c2ccc(Cl)s2)CC1 (configuration not stated)	-3.4	-1.0%	6.4%	0.4%	7.8%	-9.1%	10.2%	i	-6.0%
6	CC[C@H](C)[C@@H](C(=O)NCCCCCCCCCCC(=O)N1CCNCC1)n1cc(CCCCCN)nn1	49.5	-0.1%	5.4%	7.3%	-1.9%	-0.1%	0.0%	i	?
7	CC(C)C(=O)Nc1ccc(C(=O)NNC(=O)C(c2ccccc2)c2ccccc2)cc1	9.8	?	?	-22.4%	?	-3.8%	-5.8%	i	5.3%
8	c1nc2n(n1)C1=C(CCCC1)C1(CCCCC1)N2	-5.6	-4.1%	17.0%	-17.9%	19.2%	0.9%	-7.7%	i	-9.8%

Sorted by the number under IL1B secr inh (descending): three from the list above.
cpd	SMILES	IL1B secr inh	SW480 rerep
7	CC(C)C(=O)Nc1ccc(C(=O)NNC(=O)C(c2ccccc2)c2ccccc2)cc1	9.8	5.3%
4	O=C(C1CCCCC1)N(Cc1ccccc1)c1ccccn1	-0.6	2.2%
3	CCC/C(=N/Nc1ccc(Cl)cc1)c1cnnc(-c2ccccc2)n1	-7.4	-11.1%

Later entries.
nr	mol	IL1B secr inh	MCF10A rereplic	HT1080-NT tox	ATXN2 expr inh	HT1080 IDH1KD tx	HepG2 tox	KB-3-1 cytotox	S2 tox	SW480 rerep
9	CCCCn1c(N)c(N(CC(C)C)C(=O)C2CCC2)c(=O)[nH]c1=O	6.2	2.4%	1.3%	-2.9%	-0.7%	-20.1%	-12.2%	i	-21.3%
10	CCOC(=O)N1CCN(S(=O)(=O)c2ccc(C(=O)Nc3nc4c(s3)CC(C)CC4)cc2)CC1 (configuration not stated)	-6.4	11.0%	11.2%	0.0%	4.9%	15.3%	-10.6%	i	-7.7%
11	O=C(CSc1ncnc2c1cnn2-c1ccc(F)cc1)NC1CCCC1	i	-1.8%	14.2%	-12.4%	22.1%	-2.4%	?	i	3.8%
12	NS(=O)(=O)c1ccc(CCNC(=O)CCCOc2ccccc2)cc1	9.3	25.4%	1.0%	1.6%	8.7%	-6.4%	-0.2%	i	1.1%
13	O=C(CCOc1ccccc1)Nc1ccnn1C1CCN(Cc2ccccc2)CC1	-1.0	-0.6%	6.2%	4.3%	-6.5%	27.5%	.	i	-3.9%
14	CCC1Nc2ncnc(N3CCOCC3)c2N(Cc2ccc(C)cc2)C1=O (configuration not stated)	38.0	2.6%	23.7%	7.6%	10.1%	-4.3%	1.8%	i	6.0%
15	CCN(CC(=O)Nc1ccc2c(c1)OCCO2)C(=O)c1ccc(CS(C)(=O)=O)cc1	24.5	-5.7%	-2.2%	24.5%	1.2%	-6.4%	-7.2%	i	-3.5%
16	CC(=O)C1C(c2ccco2)c2c(noc2C)CC1(C)O (configuration not stated)	-0.7	18.1%	13.3%	-5.6%	2.6%	3.4%	-4.4%	i	-7.7%
17	C=CCOc1ccc(CNc2nn[nH]n2)cc1OC	9.9	2.0%	-3.8%	-6.0%	-3.3%	-37.5%	-2.0%	i	-1.4%
18	COc1cc(OC)c(C2=NOC(C(=O)NCc3ccc4c(c3)OCO4)C2)cc1Cl (configuration not stated)	-6.2	-6.6%	?	-14.4%	?	3.7%	-13.0%	i	-2.0%
19	Cc1ccc(-n2c([C@@H]3C[C@H]3c3ccccc3)n[nH]c2=S)cc1	16.0	?	8.0%	10.0%	13.6%	-2.7%	10.7%	i	?
20	NC(=O)c1c(NC(=O)c2ccc([N+](=O)[O-])o2)sc2c1CCCC2	.	2.59µM*	?	-15.1%	?	-25.5%	16.4µM*	i	1.46µM*
21	Cc1c(OC(C)C(=O)NCC2CCC(C(=O)O)CC2)ccc2c1oc(=O)c1ccccc12 (configuration not stated)	19.6	3.5%	-1.5%	-6.1%	0.7%	-9.1%	?	i	-0.7%
22	COc1ccc2nc(NC(=O)C(NS(=O)(=O)c3cccc4nsnc34)C(C)C)sc2c1 (configuration not stated)	43.5	1.8%	?	5.3%	?	-27.0%	8.1%	i	-2.0%
23	CC1=C(C(=O)N2CCCCCC2)CC(CC(=O)NCCN2CCOCC2)C(=O)N1Cc1ccc(C(C)(C)C)cc1 (configuration not stated)	-3.7	.	-1.1%	1.7%	6.9%	.	11.9%	?	.

Given with values under each structure: part of the list above
Values run as follows: IL1B secr inh, MCF10A rereplic, HT1080-NT tox, ATXN2 expr inh, HT1080 IDH1KD tx, HepG2 tox, KB-3-1 cytotox, S2 tox, SW480 rerep
(12) NS(=O)(=O)c1ccc(CCNC(=O)CCCOc2ccccc2)cc1
→ 9.3, 25.4%, 1.0%, 1.6%, 8.7%, -6.4%, -0.2%, i, 1.1%
(13) O=C(CCOc1ccccc1)Nc1ccnn1C1CCN(Cc2ccccc2)CC1
→ -1.0, -0.6%, 6.2%, 4.3%, -6.5%, 27.5%, ., i, -3.9%
(14) CCC1Nc2ncnc(N3CCOCC3)c2N(Cc2ccc(C)cc2)C1=O (configuration not stated)
→ 38.0, 2.6%, 23.7%, 7.6%, 10.1%, -4.3%, 1.8%, i, 6.0%
(15) CCN(CC(=O)Nc1ccc2c(c1)OCCO2)C(=O)c1ccc(CS(C)(=O)=O)cc1
→ 24.5, -5.7%, -2.2%, 24.5%, 1.2%, -6.4%, -7.2%, i, -3.5%
(16) CC(=O)C1C(c2ccco2)c2c(noc2C)CC1(C)O (configuration not stated)
→ -0.7, 18.1%, 13.3%, -5.6%, 2.6%, 3.4%, -4.4%, i, -7.7%
(17) C=CCOc1ccc(CNc2nn[nH]n2)cc1OC
→ 9.9, 2.0%, -3.8%, -6.0%, -3.3%, -37.5%, -2.0%, i, -1.4%
(18) COc1cc(OC)c(C2=NOC(C(=O)NCc3ccc4c(c3)OCO4)C2)cc1Cl (configuration not stated)
→ -6.2, -6.6%, ?, -14.4%, ?, 3.7%, -13.0%, i, -2.0%
(19) Cc1ccc(-n2c([C@@H]3C[C@H]3c3ccccc3)n[nH]c2=S)cc1
→ 16.0, ?, 8.0%, 10.0%, 13.6%, -2.7%, 10.7%, i, ?
(20) NC(=O)c1c(NC(=O)c2ccc([N+](=O)[O-])o2)sc2c1CCCC2
→ ., 2.59µM*, ?, -15.1%, ?, -25.5%, 16.4µM*, i, 1.46µM*
